From PubChem BioAssay
HSP90 inh = HSP90 refolding inhibition in rabbit reticulocyte lysate; luciferase refolding luminescence, 3 h; inhibition, % at 5.6 µM; 290,000 tested, 0.91% active;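 active = inhibition above the screen-wide mean plus 3 SD, computed separately per campaign, cut at about 16% in these data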;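 note: 0% = DMSO wells and 100% = 60 µM geldanamycin wells; inhibitors lower the luminescence because luciferase stays unfolded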
GSK3B inh = blocks human GSK3beta kinase activity; P49841; GST-GSK3beta kinase, ADP-Glo luminescence, 60 min; hits give low values; activity score (negative = inhibition), % at 10 µM; 300,000 tested, 0.038% active;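 active = more than half of replicate wells score below -50%, meaning over 50% inhibition versus plate controls; inconclusive = some replicates but at most half score below -50%; inactive = no replicate scores below -50%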;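 note: 0% = median DMSO wells and -100% = median GW8510 positive control wells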
Target sequence (P49841 whole entry, looked up): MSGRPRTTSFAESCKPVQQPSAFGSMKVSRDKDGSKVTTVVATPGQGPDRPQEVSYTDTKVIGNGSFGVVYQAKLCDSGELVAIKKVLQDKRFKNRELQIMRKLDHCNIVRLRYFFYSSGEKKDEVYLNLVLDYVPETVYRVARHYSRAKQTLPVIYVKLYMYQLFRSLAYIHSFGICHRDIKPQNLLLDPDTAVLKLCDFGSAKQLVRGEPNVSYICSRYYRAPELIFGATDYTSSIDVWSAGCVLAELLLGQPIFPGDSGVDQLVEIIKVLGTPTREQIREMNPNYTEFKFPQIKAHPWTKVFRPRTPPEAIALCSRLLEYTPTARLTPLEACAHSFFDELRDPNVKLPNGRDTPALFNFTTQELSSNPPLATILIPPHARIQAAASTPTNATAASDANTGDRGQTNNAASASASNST
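Test system: GST-tagged human GSK3beta kinase, cell-free; evaluation: activity score scaled between in-plate DMSO and GW8510 controls; measured by: ADP-Glo luminescence; incubation: 60 min reaction, RT; benchmarks: DMSO and 20 µM GW8510; reagent: peptide substrate plus 25 µM ATP (final); medium: Tris/MgCl2 kinase buffer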
Platelet DG rel = platelet dense granule release activity. human platelet-rich plasma, SFLLRN dense granule ATP release, luminescence. 300,000 tested, 0.22% active. inhibition, %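 (compounds screened at 7.5 µM in platelet-rich plasma)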;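 active = mean replicate score, as percent of positive control, at or above 50; inconclusive = mean below 50 but at least one replicate at or above 50; inactive = mean and every replicate below 50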
HSF1 inhib = HSF1 inhibition; NIH3T3-HGL HSE-luciferase, MG132-induced, luminescence 8 h; hits give low values; activity change, negative = inhibition, % at 7.5 µM (by protocol); 300,000 tested, 0.77% active;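 active = more than half of replicate wells show activity change below -50%, luminescence cut by over half; inconclusive = some wells, but at most half, below -50%; inactive = no replicate well below -50%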;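 note: luciferase reports HSF-1 transcriptional activity via heat shock element; 0% = median of DMSO wells and -100% = zero luminescence signal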
HDAC3 inh = blocks human histone deacetylase 3. O15379. recombinant HDAC3, fluorogenic peptide/trypsin coupled, fluorescence. inhibition, % at 8.3 µM. 320,000 tested, 0.15% active. AID 2718; in the data active = inhibition above about 26%, passing the limit was not always enough; inconclusive = no clear call, values can overlap the other calls
Target sequence (O15379 whole entry, looked up): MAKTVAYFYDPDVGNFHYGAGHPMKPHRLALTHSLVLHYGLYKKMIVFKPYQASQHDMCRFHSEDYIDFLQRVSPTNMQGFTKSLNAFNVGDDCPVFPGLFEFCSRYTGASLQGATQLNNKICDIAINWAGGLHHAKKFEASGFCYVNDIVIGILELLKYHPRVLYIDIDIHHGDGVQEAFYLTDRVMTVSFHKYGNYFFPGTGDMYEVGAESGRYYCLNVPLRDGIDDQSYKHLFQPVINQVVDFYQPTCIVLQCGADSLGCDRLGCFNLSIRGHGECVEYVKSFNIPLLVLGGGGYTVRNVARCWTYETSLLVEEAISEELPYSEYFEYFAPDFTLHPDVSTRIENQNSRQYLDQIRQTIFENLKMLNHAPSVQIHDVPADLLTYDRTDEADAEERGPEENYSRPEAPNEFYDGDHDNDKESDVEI
DYRK1A inh = inhibitors of rat Dyrk1A kinase; Q63470; AID 504441; 310,000 tested, 0.43% active; ADP-Glo luminescence, NFATc1 peptide; inhibition, % at 12.5 µM; in the data active = inhibition above about 50%;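 note: plate controls were vehicle with enzyme for no effect and no enzyme for full effect; many of its hits are not listed in these tables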
GSK3A inh = blocks human GSK-3 alpha kinase; P49840; ADP-Glo luminescence, 60 min; inhibition, % at 10 µM; 320,000 tested, 0.1% active;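 in the data active = inhibition above about 50%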;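 note: GST-tagged GSK-3 alpha with peptide substrate and 25 µM ATP; 0% = DMSO neutral wells and 100% = GW8510 positive control wells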
PolyA inhibitor = inhibitors of polyadenylation in S. cerevisiae; S. cerevisiae SKY197-pL101 polyadenylation reporter, beta-gal luminescence; efflux-impaired pdr1/pdr3 knockout yeast; score 100 = 6 SD above DMSO; calls only at 12 µM; 300,000 tested, 0.02% active;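 active = lowest replicate activity score at least 50, where 100 means six control SD above control mean; inconclusive = lowest score under 50 but half or more replicates reach 50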;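 note: yeast exposed to compound for 9 h at 30 °C; higher score means more reporter readthrough which indicates perturbed polyadenylation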
AI-2 QS modul = modulators of Vibrio harveyi AI-2 quorum sensing system; Vibrio harveyi JMH597 AI-2 luminescence/OD600 ratio, 9 h; hits give low values; strain lacks LuxN and CqsS sensors; 0 = neutral-control median; 300,000 tested, 0.4% active; activity change, % at 7.5 µM; in the data active = activity change below about -75%, passing the limit was not always enough; inconclusive = no clear call, values can overlap the other calls;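 note: luminescence divided by OD600 gain over 9 h not by final OD600 alone; inactives centre near 13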
HSF1 activator = increases HSF-1 driven luciferase reporter signal; NIH3T3-HGL HSF-1 luciferase reporter, MG132, 8 h; 100% = twice DMSO control signal; activation, % at 9 µM; 300,000 tested, 1.7% active;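 active = mean replicate activation of at least 50% with a set share of replicates each reaching 50%; inconclusive = only one of those two conditions met; inactive = mean below 50% and too few replicates reaching it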;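 note: 0% = median of the neutral control wells and 100% = twice that signal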
* hit, by the source's call; i = inactive; ? = inconclusive; . = no result given.

HSP90 inh	GSK3B inh	Platelet DG rel	HSF1 inhib	HDAC3 inh	DYRK1A inh	GSK3A inh	PolyA inhibitor	AI-2 QS modul	HSF1 activator	Structure
-0.7	5.1	-1.3	0.8	3.1	.	-4.8	i	7.4	6.4	OC1(C#CCN2CCCC2)CCCCC1
1.8	2.0	13.4	0.1	-0.8	10.2	-1.2	i	13.4	8.1	COc1ccccc1-c1c(C)nn2c(N3CCOCC3)cc(C)nc12
0.7	2.6	8.6	-3.7	-1.4	-4.6	1.7	i	-5.6	10.3	CCOC(=O)CSc1nc2c(c(=O)[nH]c(=O)n2C)n1CCCc1ccccc1
-3.5	1.4	2.8	-4.8	.	8.2	.	i	32.1	5.5	CC(=O)c1ccc2c(c1)c(C#N)c1ccccc1[n+]2[O-]
-1.5	-6.8	-3.2	8.7	-4.8	-0.1	-1.2	i	13.9	-4.0	Cc1cc(C(=O)O)c2ccccc2n1
10.8	-0.2	0.9	1.4	6.4	-8.7	-0.9	i	24.4	-14.9	Cc1cc(C)nc(SCc2nnc(SCC(=O)N3CCOCC3)o2)n1
-1.6	6.7	5.1	-5.2	-1.4	2.5	0.2	i	5.3	2.8	O=C(NCCN1CCN(c2ccccc2)CC1)c1ccccc1F
-3.6	0.4	-5.2	0.3	5.2	5.5	-1.2	i	20.0	36.2	O=C(Nc1c(C(=O)N2CCOCC2)cnn1-c1ccccc1)c1ccccc1F
1.0	2.0	0.7	-6.7	-4.4	11.4	-1.3	i	19.0	-2.6	COc1ccc(Nc2ncnc3ccccc23)c(OC)c1
-7.5	4.9	-1.9	-8.6	4.0	-3.1	-4.3	i	17.0	-3.4	CC(C)NC(=O)c1onc(CSc2ccc(F)c(F)c2)c1C(=O)O
-3.9	-2.0	-7.7	-8.0	-0.2	-5.3	-0.6	i	20.9	-3.1	CCc1cc2c(cc3c(=O)n(CC(=O)N4CCN(c5ccccn5)CC4)nc(CC)n32)s1
.	0.0	-1.5	-0.7	-11.2	-18.7	-0.5	i	12.8	4.3	CCCCCCCNC(=O)C1(CC2CC(c3cccc(Br)c3)=NO2)CCN(C(=O)c2cc(OCC)c(OCC)c(OCC)c2)CC1 (stereo not drawn)
1.1	1.3	-0.8	3.9	2.7	-6.3	-5.6	i	24.4	2.9	O=C(O)c1ccc2c(c1)CCC2
1.8	1.1	-2.4	0.2	-6.2	2.2	1.3	i	24.7	-0.3	CCOCCCNC(=S)N1CCCN(c2nc3cc(C)ccc3cc2C#N)CC1
-1.2	-0.4	0.4	-3.5	-11.9	-2.0	-3.8	i	17.4	-0.1	CCOc1[nH]n(-c2ccccc2)c(=O)c1C=NCC(=O)OC
4.2	-0.2	-6.3	-1.2	-4.4	5.0	-2.3	i	10.0	15.7	C=CCSc1nc2c(c(=N)n1CC=C)C1CCCC1S2 (stereo not drawn)
6.7	2.3	-5.7	-1.4	-6.7	9.2	-0.5	i	32.7	-3.0	O=C(c1ccc(F)cc1)C1CCN(C(=O)c2ccccc2)CC1
-6.5	.	0.0	-1.8	-2.7	11.8	-2.1	i	.	-4.8	Cc1ccc(-c2nnn(CC(=O)N(CC3CCCO3)C(C(=O)NC3CCCC3)c3ccc(O)cc3)n2)o1 (stereo not drawn)
1.1	-1.6	3.6	-1.4	0.1	5.9	-2.5	i	49.9	-0.3	O=C(OCC(=O)c1ccccc1Br)c1ccncc1
1.9	-1.6	-7.0	-8.0	-3.1	1.4	-3.7	i	-0.6	-8.1	CCC(C)(C)NS(=O)(=O)c1cc(CN2C(=O)c3cccnc3C2=O)ccc1OC
-4.3	0.9	12.3	20.8	12.6	8.8	-2.2	i	1.5	37.2	Cc1ccccc1OCc1nc2ccccc2c(=O)n1/N=C/c1c[nH]c2ccccc12
3.2	0.8	-17.2	17.8	8.4	29.9	8.7	i	4.8	?	N#CC1=C(N)SC(N)=C(C#N)C1c1c(Cl)cccc1Cl
-0.1	1.0	28.0	1.6	-4.3	8.2	.	i	15.9	0.3	CN(c1ccc(OCC(=O)N2CCCCC2)cc1)S(=O)(=O)c1cccs1
-0.5	-0.1	-3.1	1.9	-4.8	-1.1	-0.2	i	45.5	6.7	COc1ccc(C(=O)OCC(=O)NCC2CCCO2)cc1[N+](=O)[O-] (stereo not drawn)
-0.1	-0.4	-8.2	1.4	.	4.1	.	i	21.5	-4.9	Cc1ccc(-c2cc3nc(-c4ccccc4)cc(N4CCOCC4)n3n2)cc1
-2.2	-0.1	2.2	1.3	6.1	-1.2	-1.8	i	14.3	2.9	O=C(O)C(NC(=O)C1CCCN1C(=O)OCc1ccccc1)c1ccccc1 (stereo not drawn)
-0.7	-4.7	4.2	25.1	6.3	-1.7	-0.4	i	9.6	15.2	C(=C\c1ccccc1)/CSc1nnc(-c2ccccc2)n1Cc1ccco1
.	-3.1	12.1	10.2	-3.4	.	-0.9	i	23.7	30.5	CCCc1nnc(NC(=O)c2c(O)c3cccc4c3n(c2=O)CCC4)s1
-3.9	6.2	-0.9	-3.0	-4.4	-0.6	-1.6	i	4.3	5.9	COC(=O)c1cc(OC)c(OC)cc1NC(=O)c1cc(-c2ccccc2)nc2ccccc12
-3.5	-0.3	1.4	19.8	-5.1	-3.8	-1.2	i	31.1	35.3	Cc1cccc(C)c1OCc1cc(C(=O)N2CCC(C3CCCCC3)C2)no1 (stereo not drawn)
-3.0	3.4	0.7	3.8	-1.3	-4.0	-0.7	i	10.0	6.1	CC(NC(=O)c1ccccc1Cl)c1nnc(SCC(=O)Nc2ccc(C(=O)O)cc2)n1C (stereo not drawn)
-0.1	-0.9	0.7	-12.9	0.7	-2.6	4.5	i	8.2	-11.6	O=C(Nc1ccccc1C(=O)NCc1cccnc1)c1ccccc1F
-0.1	2.5	3.1	0.3	-0.2	3.6	-2.0	i	8.8	-9.8	COc1ccc(C(=O)N2N=C3CC(C)(C)OCC3C2c2ccccc2)cc1 (stereo not drawn)
0.6	.	-0.6	13.6	1.3	.	-1.8	i	.	24.1	CC(CCc1ccccc1)NC(=O)CCCCCNc1nc(=S)[nH]c2ccccc12 (stereo not drawn)
0.3	0.4	-1.8	14.1	6.6	0.3	-1.4	i	15.6	13.6	CCC(=O)c1ccc(N2CCN(C(=O)COc3ccc(F)cc3)CC2)c(F)c1
-1.1	-1.3	1.0	-1.1	-2.3	46.3	2.3	i	3.3	-11.1	NC(=S)Nc1cccc(O)c1
-1.9	0.0	-0.5	-8.8	.	.	.	i	14.6	0.2	CCc1cc(CNC(=O)C2CCC(=O)N(CCc3cccc(F)c3)C2)on1 (stereo not drawn)
2.8	0.8	-9.2	-51.8*	-0.1	0.7	-0.1	i	15.9	-53.2	COC(=O)c1ccc(NC(=O)C2C3C=CC(C3)C2C(=O)O)cc1 (stereo not drawn)
-1.8	-0.3	4.0	-0.4	-3.1	5.0	0.1	i	3.5	7.7	CCOc1ccc(CN2CCN(Cc3cc4c(cc3Cl)OCO4)CC2CCO)cc1 (stereo not drawn)
3.6	0.3	4.2	-11.7	.	0.1	.	i	11.5	-2.1	Cc1ccc(C(=O)N2CCN(CCNC(=O)C(=O)Nc3ccc(Cl)cc3)CC2)cc1
-4.1	-2.5	1.9	-7.5	-4.3	-3.2	-4.6	i	19.2	5.3	CC(C)N1CCN(Cc2ccc(C#CCCO)cc2)CC1CCO (stereo not drawn)
.	0.5	-2.1	3.1	-0.4	.	-0.9	i	2.5	-8.0	COc1ccc(OC)c(/C=N/NC(=O)c2cccc3ccccc23)c1
1.1	2.6	6.1	6.1	-6.3	6.2	-3.1	i	6.4	3.4	O=C(Nc1ccc(Cl)cc1)N1CCSc2ccccc21
-0.6	2.6	3.4	3.7	-19.2	-3.0	-0.9	i	27.1	14.1	O=C(C1CCN(Cc2ccc(OCc3ccccc3)cc2)CC1)N1CCCC1
1.6	0.0	-13.8	-4.8	-1.6	-4.2	0.5	i	-7.7	23.3	Cc1ccc(-n2nc3c(c2NC(=O)c2ccco2)CS(=O)C3)cc1 (stereo not drawn)
3.2	0.9	-8.7	0.3	0.2	13.7	-2.5	i	14.6	-1.3	CC(OC(=O)c1ccc(NC(=O)CC#N)cc1)C(=O)Nc1ccc(Oc2ccccc2)cc1 (stereo not drawn)
.	-7.4	1.7	7.0	3.5	-3.0	-0.3	i	14.6	-14.4	O=C(COc1ccccc1Cl)Nc1ccccc1C(=O)NC1CC1
4.5	2.8	-0.7	-5.3	-1.6	3.5	-1.0	i	12.0	-4.9	COC(=O)c1c(SCC(=O)Nc2ccc(C)c(C)c2)nc(=O)[nH]c1C
33.6*	0.4	11.9	6.0	-1.4	-1.7	4.5	i	-2.3	30.0	O=C(NC1=NCCS1)c1cc2ccccc2o1
-1.4	1.9	-9.2	1.1	1.0	-3.2	-1.5	i	15.2	16.9	CC(C)N(C)Cc1nnnn1CC(=O)N(C)Cc1cccc(Cl)c1
-0.7	-1.9	8.1	-6.7	-2.6	3.0	0.3	i	0.8	-17.4	Clc1ccccc1Nc1nc(-c2ccncc2)nc2ccccc12
6.7	-1.0	1.7	3.5	0.9	-3.7	1.3	i	2.0	3.1	Cc1ccc(-n2c(-c3cccc(C)c3)n[nH]c2=S)cc1
1.5	-0.3	6.4	-13.9	0.6	4.7	0.3	i	9.4	-9.2	COc1ccc(S(=O)(=O)N(C(=O)c2ccncc2)c2ccc(OC(=O)c3ccncc3)cc2)cc1
-0.6	-3.9	0.5	-3.4	7.0	16.3	-0.2	i	25.0	18.5	CC1(C)Cc2c(sc3nc[nH]c(=O)c23)CO1
-1.0	-0.9	-6.9	-1.1	-6.9	3.9	-0.7	i	-4.3	-9.9	CCOC(=O)CC1C(=O)NCCN1C(=O)c1ccc(Cl)c(Cl)c1 (stereo not drawn)
-1.9	-1.4	.	.	-0.8	13.7	.	.	-10.7	.	O=C(CN1C(=O)S/C(=C\c2ccc(-c3cc(C(=O)O)ccc3Cl)o2)C1=O)Nc1ccc2c(c1)OCO2
-4.8	2.5	-10.9	2.8	1.8	21.5	0.8	i	14.0	-8.1	COc1cccc(-c2csc(N3CCN(S(=O)(=O)c4ccc(F)cc4)CC3)n2)c1
1.0	3.5	-9.1	-0.7	4.6	-0.3	-0.7	i	18.1	-5.7	CCOC(=O)N1CCN(c2ccc3nnnn3n2)CC1

2 compounds picked at random from those above:
HSP90 inh	GSK3B inh	Platelet DG rel	HSF1 inhib	HDAC3 inh	DYRK1A inh	GSK3A inh	PolyA inhibitor	AI-2 QS modul	HSF1 activator	Structure
.	-7.4	1.7	7.0	3.5	-3.0	-0.3	i	14.6	-14.4	O=C(COc1ccccc1Cl)Nc1ccccc1C(=O)NC1CC1
1.6	0.0	-13.8	-4.8	-1.6	-4.2	0.5	i	-7.7	23.3	Cc1ccc(-n2nc3c(c2NC(=O)c2ccco2)CS(=O)C3)cc1 (stereo not drawn)

This is a subset; the hit share may differ from the screen's.
